Compound activity deposited in PubChem by NCI.
All columns: NCI-60 one-dose screen, growth in % after 48 h at 10 µM unless noted; 100 = growth as untreated, 0 = no growth, -100 = all killed.
OVCAR-5 = OVCAR-5 ovarian cancer. 82,000 compounds, 2.9% hits. AID 1794783
SK-OV-3 = SK-OV-3 ovarian cancer cells | 80,000 compounds, 3.2% hits
DU-145 = DU-145 prostate cancer; 81,000 compounds, 4.2% hits; AID 1794760
NCI/ADR-RES = NCI/ADR-RES ovarian cells; 81,000 compounds, 4.4% hits
IGROV1 = IGROV1 ovarian cancer; 79,000 compounds, 4.7% hits; AID 1794786
OVCAR-4 = OVCAR-4 ovarian cancer cells. 80,000 compounds, 3.7% hits. AID 1794784
OVCAR-8 = OVCAR-8 ovarian cancer; 81,000 compounds, 4.4% hits
OVCAR-3 = OVCAR-3 ovarian cancer; 79,000 compounds, 7% hits
An asterisk follows results filed as active; / = not tested or not shown; & = joins results of further samples. Rule for the calls: active = growth percent below 10; inactive = the rest.

SMILES	OVCAR-5	SK-OV-3	DU-145	NCI/ADR-RES	IGROV1	OVCAR-4	OVCAR-8	OVCAR-3
COC(=O)C1C(O)C(C)C(O)C(C)C=C(C)C2=C3C(=C(C)C(=O)c4c(O)c(c(C)c(OC(C)=O)c43)NC(=O)C(C)=C/C=C\C(C)C(O)C(C)C1O)OCO2 (stereo not drawn)	104	116	115	121	163	108	114	113
COc1ccc(NC(=O)Nc2ccc(C#N)cc2)cc1	121&106	85&120	101&104	93&106	126&110	99&116	100&106	129&110
Oc1cccc(N2CCN(c3cccc(O)c3)CC2)c1	117	117	123	115	116	114	110	116
COc1ccc(OCC(O)CN2CCN(c3cccc(C)c3)CC2)cc1 (stereo not drawn)	101	111	116	113	112	104	103	102
COc1ccc(CNNC(=O)c2ncc[nH]2)c(OC)c1OC	100	113	114	105	108	/	107	109
O=C(OCCCCCCN1CCOCC1)C1(c2ccccc2)CCCCC1	102	126	108	96	96	82	106	102
C[N+]1(CC(=O)c2ccccc2)CCOCC1	102	95	105	102	108	102	102	114
CC(=O)Nc1ccc(C(=O)c2ccc(S(=O)(=O)Nc3ccccc3)cc2)cc1	/	104	117	31	/	95	84	105
Cc1ccc(OCC(=O)O)cc1C	103	106	111	106	104	109	102	112
O/N=C\c1ccc(Cl)cc1	114	107	110	106	141	96	91	121
CC(=O)OC1CC2CCC1(c1ccccc1)C2 (stereo not drawn)	100	/	109	104	109	102	107	104
CC/C(Cc1ccccc1)=C(/c1ccc(O)cc1)c1ccc(OCCN2CCCCCC2)cc1	98	111	109	96	114	103	105	111
O=C1[C@@H]2[C@H](c3nc4ccccc4c(=O)n31)[C@@H]1C=C[C@H]2C1	97	116	108	99	87	100	93	107
NC(=O)c1ccc[n+]([O-])c1	103	95	113	112	103	107	97	113
Cc1ccc2nc(NC(=O)CSc3nc(-c4ccccc4)c(C#N)c(N4CCN(C)CC4)n3)sc2c1	81	98	82	79	56	66	85	83
Cn1c([N+](=O)[O-])cnc1/C=C1\Oc2ccc(Cl)cc2C1=O	-20*	-10*	-17*	2.6*	-19*	-4.1*	-17*	-27*
O=C(NCCBr)OCc1ccccc1	106	97	104	117	92	107	95	103
O=c1cc(SCc2ccccc2Cl)[nH]c(=O)[nH]1	97	107	106	104	112	106	108	101
C=CCSc1nnc(-c2ccc(-c3ccc(Cl)cc3)nc2C)o1	104	98	99	97	100	94	99	/
CCOC(=O)C(C(C)=O)c1ccc([N+](=O)[O-])cc1[N+](=O)[O-] (stereo not drawn)	103	101	105	108	144	109	100	103
C=CC(=O)Nc1cccc(-c2nc(SC)nc(Nc3ccccc3OC)c2C#N)c1	43	92	11	29	69	-26*	34	23
c1cnc(NCc2nnc(-c3cccs3)o2)nc1	107	102	111	109	104	117	107	108
O=S(=O)(O)c1cccc2cccc(O)c12	101	105	116	105	81	/	99	/
O=C(O)c1cccc(-c2ccc(/C=N/NC(=O)c3[nH]c4ccc(Br)cc4c3-c3ccccc3)o2)c1	107	110	99	74	85	73	66	17
CNc1ccc(C(=O)C2CC2)cc1	99	92	115	108	98	94	98	112

Sorted by count of non-hydrogen atoms (lowest first): three of the compounds above
SMILES	OVCAR-5	SK-OV-3	DU-145	NCI/ADR-RES	IGROV1	OVCAR-4	OVCAR-8	OVCAR-3
NC(=O)c1ccc[n+]([O-])c1	103	95	113	112	103	107	97	113
Oc1cccc(N2CCN(c3cccc(O)c3)CC2)c1	117	117	123	115	116	114	110	116
CCOC(=O)C(C(C)=O)c1ccc([N+](=O)[O-])cc1[N+](=O)[O-] (stereo not drawn)	103	101	105	108	144	109	100	103

Further compounds follow:
SMILES	OVCAR-5	SK-OV-3	DU-145	NCI/ADR-RES	IGROV1	OVCAR-4	OVCAR-8	OVCAR-3
C[C@H]1[C@H](C)CC[C@]2(C(=O)O)CC[C@]3(C)C(=CC(=O)[C@@H]4[C@@]5(C)CCC(=O)C(C)(C)[C@@H]5CC[C@]43C)[C@H]12	98	89	101	103	92	92	91	99
O=C(Nc1ccc(C(F)(F)F)cc1)Nc1nccnc1OCc1ccc(Cl)cc1	92	84	109	104	82	107	96	107
Nc1ncnc2c1C(c1ccc(Br)cc1)c1sc3c(Br)cccc3c1O2 (stereo not drawn)	104	90	98	93	76	91	95	88
Clc1ccc(/C=N/N=C/c2ccc(Cl)cc2)cc1	104	93	97	101	99	114	96	71
CC1CCCC(C)N1C(=O)c1ccccc1 (stereo not drawn)	129	110	121	111	118	96	102	119
CCCCn1c(-c2ccc(-c3nc(-c4ccc5ccccc5c4)no3)cc2)nc(-c2ccccc2)c1-c1ccccc1	100	101	116	102	101	102	99	116
CN1C(=O)C(C(=O)/C=C/c2ccc(F)cc2)C(=O)N(C)C1=O	108	85	112	102	109	105	90	115
CC(C)CCC[C@@H](C)C1CCC2C3CCC4=C/C(=N/OCCN5CCCC5)CC[C@]4(C)C3CC[C@@]21C (stereo partly drawn)	85	94	97	85	51	89	106	94
Cc1cc(C(c2ccc(Nc3ccccc3)cc2)c2ccc(Nc3ccccc3)cc2)ccc1Nc1ccccc1	111	106	91	98	92	79	80	52
C=C(C)[C@@H]1CC[C@]2(C(=O)NCC(=O)N[C@@H](CO)C(C)C)CC[C@]3(C)[C@H](CC[C@@H]4[C@@]5(C)CCCNC(C)(C)[C@@H]5CC[C@]43C)[C@@H]12	103	95	102	100	104	100	96	103
CN(C)CC1C(=O)O[C@H]2[C@H]1CC/C(COC(=O)NCc1ccc(Cn3c(=O)sn(CCCI)c3=O)cc1)=C\CC[C@@]1(C)O[C@@H]21 (stereo partly drawn)	105	99	-70*	99	-82*	6.4*	-68*	-96*
NC1=NC(Cn2nc(-c3ccccc3)c3ccccc3c2=O)=NNC(=O)N1	118	108	109	110	100	109	102	109
CCN1CCC(CCOC)(CN2c3ccccc3Sc3ccc(Cl)cc32)C1 (stereo not drawn)	54	79	70	76	31	46	74	65
CCCCC(O)C(F)(F)Cl (stereo not drawn)	110	107	113	104	96	104	99	111
CC(Oc1ccc(Cl)cc1Cl)C(=O)NC(Cc1ccccc1)C(=O)O (stereo not drawn)	111	103	119	106	110	119	101	116
O=c1nccc[nH]1	118	112	108	125	101	104	107	113
COc1cc(NC(C)CCCNC(=O)CCC(=O)NCCCNCCCCCCCNCCCNC(=O)CCC(=O)NCCCC(C)Nc2cc(OC)cc3cccnc23)c2ncccc2c1 (stereo not drawn)	93	107	101	102	111	34	101	84
Cc1[nH]c(=O)n(C(C)C)c(=O)c1Br	106	103	106	110	107	/	100	112
Nc1cc(-c2ccc(Cl)cc2)nn1-c1nc2ccccc2nc1Cc1ccccc1	95	97	/	87	95	/	91	/
O=C1c2cccc3cccc(c23)C(=O)N1CC#Cc1ccc2c3c(cccc13)C(=O)N(CCN1CCOCC1)C2=O	87	85	103	98	71	97	98	95
N#Cc1c(-c2ccccc2)nc(SCC(=O)NNc2ncnc3ccccc23)[nH]c1=O	108	97	113	106	90	115	108	105
COc1ccc(C(=O)NNc2nc(Cl)nc(Cl)n2)cc1	102	98	103	99	101	101	102	106
O=C(c1cc2ccccc2o1)c1nn(-c2ccccc2)c2nc3nccc(-c4cc5c(ccc6ccccc65)oc4=O)c3c(=O)n12	117	90	98	97	86	112	77	103
COc1ccc(C2(O)OCC(COc3cc(C)c(Cl)c(C)c3)O2)cc1OC (stereo not drawn)	105	117	104	103	108	97	99	102
CC(=O)Nc1ccccc1OC(=O)NC(C)(C)C	106	106	112	104	106	99	102	109

Whole records, quoted from the list. Screens in order: OVCAR-5 | SK-OV-3 | DU-145 | NCI/ADR-RES | IGROV1 | OVCAR-4 | OVCAR-8 | OVCAR-3
Entry for `O=C1c2cccc3cccc(c23)C(=O)N1CC#Cc1ccc2c3c(cccc13)C(=O)N(CCN1CCOCC1)C2=O` → 87 | 85 | 103 | 98 | 71 | 97 | 98 | 95
Entry for `Nc1ncnc2c1C(c1ccc(Br)cc1)c1sc3c(Br)cccc3c1O2` (stereo not drawn) → 104 | 90 | 98 | 93 | 76 | 91 | 95 | 88
Entry for `O=C(Nc1ccc(C(F)(F)F)cc1)Nc1nccnc1OCc1ccc(Cl)cc1` → 92 | 84 | 109 | 104 | 82 | 107 | 96 | 107
Entry for `C=C(C)[C@@H]1CC[C@]2(C(=O)NCC(=O)N[C@@H](CO)C(C)C)CC[C@]3(C)[C@H](CC[C@@H]4[C@@]5(C)CCCNC(C)(C)[C@@H]5CC[C@]43C)[C@@H]12` → 103 | 95 | 102 | 100 | 104 | 100 | 96 | 103
Entry for `Clc1ccc(/C=N/N=C/c2ccc(Cl)cc2)cc1` → 104 | 93 | 97 | 101 | 99 | 114 | 96 | 71

(cont.)
SMILES	OVCAR-5	SK-OV-3	DU-145	NCI/ADR-RES	IGROV1	OVCAR-4	OVCAR-8	OVCAR-3
COc1cc([N+](=O)[O-])c2ncccc2c1	112	100	100	104	100	103	91	101
COc1ccc(C(=O)c2cc3c(N)c(C(=O)Nc4ccc(Cl)cc4)sc3nc2C)cc1	87	73	90	75	91	21	50	73
COc1ccc(C(=O)C/C(=C\c2ccc(Cl)cc2)C(=O)NCc2ccccc2)cc1	100	79	103	89	86	105	82	100
Nc1ccccc1Nc1c([N+](=O)[O-])cc(C(F)(F)F)cc1[N+](=O)[O-]	109	96	106	99	114	100	97	100
CCOC(=O)Cc1csc(NCc2ccccc2)n1	103	104	109	102	112	106	99	109
COc1ccc(-c2cc(-c3ccc(N(C)C)cc3)nc(NC(=O)c3cccnc3)n2)cc1	105	103	99	102	102	103	99	106
Clc1ccc(Nc2ccnc(N3CCN(c4ccnc5cc(Cl)ccc45)CC3)n2)cc1	71	62	78	/	-4.1*	42	61	35
Nc1nn(C(=O)c2ccccc2O)cc1-c1ccc(Cl)cc1	88	101	114	87	47	62	88	84
c1ccc(NCCC2OCC3(CO2)COC(CCNc2ccccc2)OC3)cc1 (stereo not drawn)	96	105	107	96	87	97	101	109
COc1cc2c(cc1OC)N(CCO)C1=C(C(=O)OC1)C2c1cc(OC)c(OC)c(OC)c1 (stereo not drawn)	106	103	114	106	107	107	107	107
CC(=O)C1CCC2C3CC4OCC5(CCC(=O)C=C45)C3CCC12C (stereo not drawn)	97	105	114	104	102	111	104	105
CCC(=O)Oc1cc2c(cc1[N+](=O)[O-])OCO2	91	76	102	110	103	102	94	104
O=C(O)CSc1ccc([N+](=O)[O-])c(SCC(=O)O)n1	105	/	109	102	105	103	101	112
Nc1cccc(-c2ccc(C(=O)Nc3cccc(C(=O)O)c3)o2)c1	95	106	107	95	98	96	105	105
COc1cc(C2c3cc(OC(C)=O)c(OC)cc3CC3C(=O)OCC32)ccc1OC(C)=O (stereo not drawn)	94	111	115	106	111	99	111	121
Cl/C(=N\Nc1ccccc1)c1ccccc1	99	89	101	83	86	92	76	91
COc1ccc(C2c3ccc4ccccc4c3Oc3ncnc(N)c32)cc1 (stereo not drawn)	98	62	102	75	64	89	93	88
CC1(C)CC(=O)C2=C(C1)NC(=O)CC2	101&95	101&108	105&110	105&108	107&102	100&93	109&102	111&116
N#Cc1c(-c2ccccc2)cc(-c2cc(O)ccc2O)nc1N	100	85	59	82	74	50	84	79
C=C1C(=O)O[C@H]2[C@H]1CC/C(COC(=O)NCc1c[nH]c3ccc(F)cc13)=C\CC[C@@]1(C)O[C@@H]21	-31*	94	-63*	60	-47*	12	0.7*	-76*
Cc1cc(C)c(Br)c(C)c1Br	101	119	103	99	104	103	103	/
Oc1c(-c2cc(C(F)(F)F)[nH]n2)cc(Cl)c(OCc2ccc(Cl)cc2)c1-c1ccc(Cl)c(C(F)(F)F)c1	30	6.3*	10	9.4*	20	19	9.7*	10
COC1=C[C@]23CCC(=O)N2CCc2cc4c(cc2[C@@H]3[C@@H]1OC(=O)C(C)(C)O)OCO4	109	114	108	97	100	95	100	100
CCOC(C)=N	102	97	118	109	151	100	109	110
C[C@H]1[C@H]2C3=CC[C@@H]4[C@@]5(C)C/C(=C/c6ccco6)C(=O)C(C)(C)[C@@H]5CC[C@@]4(C)[C@]3(C)CC[C@@]2(C(=O)N2CCOCC2)CC[C@@H]1C	97	107	88	83	56	50	55	56

The listing continues:
SMILES	OVCAR-5	SK-OV-3	DU-145	NCI/ADR-RES	IGROV1	OVCAR-4	OVCAR-8	OVCAR-3
CC1=C2CC[C@]2(C)[C@@]2(O)C[C@](C)(CO)C=C2C1=O	108	112	108	107	107	105	107	105
CC1(C)CC[C@]23CC[C@]4(C)[C@H](CC[C@@H]5[C@@]6(C)CC[C@H](OCCC#N)C(C)(C)[C@@H]6CC[C@]54C)[C@H]2[C@H]1OC3=O	102	94	105	100	103	104	94	100
Cc1ccc2nc(NC(=O)CSc3nc(-c4ccccc4)c(C#N)c4nc5ccccc5c(=O)n34)sc2c1	110	105	111	100	92	99	101	109
C[C@]12CCc3nc(-c4ccc(F)cc4)sc3C1=CC[C@@H]1[C@@H]2CC[C@]2(C)/C(=N\NC(=O)c3ccncc3)CC[C@@H]12	91	101	107	94	99	90	100	98
COc1ccc(C2CC(c3ccc(Cl)cc3)=NN2c2ccc(Cl)cc2)cc1 (stereo not drawn)	105	105	98	100	96	93	99	102
Cc1ccc(S(=O)(=O)NCCNc2nccc(-n3ccc4cccnc43)n2)cc1	104	102	102	101	105	88	99	109
O=C(CNC(=O)Nc1ccc(C2=NCCN2)cc1)Nc1ccc(C2=NCCN2)cc1	107	101	107	105	106	102	103	111
O=C(/C=C(/C=C/c1ccc2[nH]ccc2c1)OB(F)F)/C=C/c1ccc2[nH]ccc2c1	15	14	3.6*	14	5.1*	2.3*	-30*	-16*
Oc1ccc(/C=N/Nc2nc(N/N=C/c3ccc(O)c(O)c3)nc(N3CCOCC3)n2)cc1O	104	107	105	105	106	101	101	/
CN(C)c1ccc(/C=N\NC(=O)/C=C/C=C/c2ccc3c(c2)OCO3)cc1	100	100	102	95	90	99	102	101
COc1cc2c3c(c4c5ccccc5[nH]c4c2c(OC)c1OC)C(=O)N(CCN1CCOCC1)C3=O	100	83	66	46	54	70	31	76
COc1cc2c(Nc3ccc(S(N)(=O)=O)cc3)cccc2c(OC)c1OC	91	88	103	101	89	85	96	108
